Source: PubChem
RXFP1 antag: antagonists of human relaxin receptor RXFP1 | Q9HBX9 | HEK293-RXFP1, relaxin-stimulated cAMP HTRF, 30 min; hits give low values | activity change, negative = inhibition, % at 57.5 µM | 350,000 tested, 0.59% active | AID 1259400;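 active means activity change of -60% or lower, but not beyond a set lower limit; inconclusive means change between -60% and -40%, or beyond the set limit; inactive means change above -40%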; further: on the % scale 0 is the no-effect control and ±100 the full control effect
Pol iota inh: blocks human DNA polymerase iota activity; 390,000 tested, 1% active; Q9UNA4; Potency, µM (highest dose often 115 µM), for inactives: at the top dose activity, negative = inhibition, most hits filed as inhibitors; Pol iota fluorescent replication assay, 10 min; further: potency means the concentration at half of the fitted maximal effect
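Fluorescent replication assay read twice, at 0 min and 10 min after adding 50 nM (final) substrate. Enzyme (10 nM) and compounds were first incubated 15 min at room temperature; enzyme-free buffer wells were negative controls.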
BLM inh: inhibitors of human Bloom syndrome helicase BLM | P54132 | recombinant BLM DNA unwinding, fluorescence dequenching | Potency, µM (top dose mostly 56.1 µM), for inactives: top-dose activity change, negative = inhibition, most hits filed as inhibitors | 350,000 tested, 0.2% active | AID 2528;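 further: potency means the concentration at half of the fitted maximal effect; plate controls were vehicle for no effect and no enzyme for full effect; nearly all actives have a fitted effect of over 35% in size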
Pol beta inh: blocks human DNA polymerase beta activity; Potency, µM (doses to about 114 µM), for the others: at the highest dose activity change, negative = inhibition, hits mostly inhibitors; Pol beta primer extension/strand displacement, fluorescence kinetic; P06746; 340,000 tested, 1.3% active; further: potency means the concentration at half of the fitted maximal effect; on the % scale 0 is the no-effect control and ±100 the full control effect
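Pol beta (10 nM) and compounds were preincubated 15 min at room temperature, then 50 nM substrate (final) started primer extension/strand displacement. Reads were taken at 0 and 10 min; concentration-response data were fitted to a four-parameter Hill equation.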
Apoferritin bind: binds horse apoferritin like a general anesthetic. 350,000 tested, 0.074% active. apoferritin/1-aminoanthracene competitive binding, fluorescence. P02791. Potency, µM (top dose mostly 77.5 µM), inactives show at the highest dose activity change, negative = displacement, most hits filed as inhibitors. AID 485281; further: potency means the concentration at half of the fitted maximal effect; on the % scale 0 is the no-effect control and ±100 the full control effect; nearly all actives have a fitted effect of over 20% in size
Target sequence (P02791 2-175 limits assumed): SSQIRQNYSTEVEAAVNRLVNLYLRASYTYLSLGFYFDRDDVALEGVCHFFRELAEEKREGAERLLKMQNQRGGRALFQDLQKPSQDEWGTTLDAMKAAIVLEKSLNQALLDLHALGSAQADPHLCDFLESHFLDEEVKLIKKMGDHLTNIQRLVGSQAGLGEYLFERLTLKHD
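Horse-spleen apoferritin (10 uM) in 50% saturated 1-aminoanthracene in PBS was incubated 10 min at room temperature with compound. Fluorescence (ex 380, em 535 nm) was normalized to free and bound 1-AMA, with concentration-response fitted by a four-parameter Hill equation.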
POLK inh: DNA polymerase kappa (human) inhibition; Q9UBT6; purified Pol kappa, fluorescent DNA synthesis assay, 10 min; Potency, µM (titrated, usually from 107 µM), inactives show top-dose activity, negative = inhibition, hits mostly inhibitors; 400,000 tested, 0.53% active; further: potency means the concentration at half of the fitted maximal effect; on the % scale 0 is the no-effect control and ±100 the full control effect
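Fluorescent qHTS in 1536-well format: enzyme (10 nM) and compound sat 15 min at room temperature before 50 nM substrate (final) was added. Signal taken at 0 and 10 min; no-enzyme buffer wells were negative controls.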
POLH inh: DNA polymerase eta (human) inhibition; recombinant Pol eta, fluorescent DNA replication assay; 390,000 tested, 1.2% active; Potency, µM (titrated, usually from 114 µM), for inactives: at the highest dose activity change, negative = inhibition, hits mostly inhibitors; Q9Y253; further: potency means the concentration at half of the fitted maximal effect; on the % scale 0 is the no-effect control and ±100 the full control effect
Target sequence (Q9Y253 whole entry, looked up): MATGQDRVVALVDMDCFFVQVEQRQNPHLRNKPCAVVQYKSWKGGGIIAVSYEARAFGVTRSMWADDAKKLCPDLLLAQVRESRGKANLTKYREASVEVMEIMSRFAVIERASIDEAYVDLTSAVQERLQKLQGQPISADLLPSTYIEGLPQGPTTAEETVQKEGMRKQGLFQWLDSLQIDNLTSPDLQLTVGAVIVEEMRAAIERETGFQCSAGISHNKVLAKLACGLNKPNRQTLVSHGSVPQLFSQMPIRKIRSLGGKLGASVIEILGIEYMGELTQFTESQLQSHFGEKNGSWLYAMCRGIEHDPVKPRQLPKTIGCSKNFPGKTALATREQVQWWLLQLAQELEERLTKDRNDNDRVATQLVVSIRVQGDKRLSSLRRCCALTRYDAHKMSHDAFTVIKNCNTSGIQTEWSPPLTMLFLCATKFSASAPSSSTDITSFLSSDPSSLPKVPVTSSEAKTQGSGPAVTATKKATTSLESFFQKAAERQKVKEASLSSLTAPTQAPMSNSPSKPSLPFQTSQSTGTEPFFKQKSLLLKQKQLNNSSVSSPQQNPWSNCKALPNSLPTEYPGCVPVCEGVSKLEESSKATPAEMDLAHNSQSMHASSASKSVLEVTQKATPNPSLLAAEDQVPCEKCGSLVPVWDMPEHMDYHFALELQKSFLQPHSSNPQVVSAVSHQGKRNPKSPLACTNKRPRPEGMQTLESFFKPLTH
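Pol eta (10 nM) was preincubated with compounds for 15 min at room temperature, after which fluorescent replication substrate (50 nM final) was added to start the reaction. Fluorescence was read kinetically at 0 and 10 min.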
Tb PGK inh: T. brucei PGK inhibition. P07378. PGK/GAPDH coupled, Kinase-Glo luminescence, 60 min. Potency, µM (series often up to 57.5 µM), for inactives: at the highest dose activity change, negative = inhibition, hits mostly inhibitors. 380,000 tested, 0.043% active. AID 602233; further: potency means the concentration at half of the fitted maximal effect; on the % scale 0 is the no-effect control and ±100 the full control effect; nearly all actives have a fitted effect of over 60% in size
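Luminescent ATP detection (Kinase-Glo Plus) follows a 60-minute room-temperature incubation, with wells lacking PGK as controls. Buffer: 100 mM TEA (pH 7.6), 5 mM MgCl2, 0.01% Tween-20. Coupling enzyme GAPDH (100 nM final) supplies unstable 1,3-BPG in-well.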
APEX1 inh: blocks human APE1 abasic DNA cleavage; recombinant APE1, TAMRA/BHQ-2 abasic DNA cleavage fluorescence; 350,000 tested, 0.35% active; Potency, µM (series often up to 65.8 µM), for the others: top-dose activity change, negative = inhibition, usual class: inhibitors;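 further: potency means the concentration at half of the fitted maximal effect; plate controls were vehicle for no effect and reference inhibitor for full effect; nearly all actives have a fitted effect of over 55% in size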
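Measures dequenching upon AP-site incision of a 5'-TAMRA/3'-BHQ-2 THF-containing duplex, 50 nM; human APE1 0.75 nM after 15 min room-temperature exposure to compound; kinetic three-point read at one-minute spacing.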
An asterisk follows results filed as active; i = inactive; ? = inconclusive; . = not tested or not shown; [ ] = another dose, or the depositor's remark. Unless noted, the call rests on the fitted dose curve; in most records, active means well fitted curve in the direction sought with a large enough effect; inconclusive means small, poorly fitted or top-dose-only effect, or another doubt; inactive means no such curve, though single readings can be large; an effect the other way counts as inactive or inconclusive. An excerpt. The share of hits here may be higher or lower than overall.

mol | RXFP1 antag | Pol iota inh | BLM inh | Pol beta inh | Apoferritin bind | POLK inh | POLH inh | Tb PGK inh | APEX1 inh
COC(=O)c1ccc(NC(=O)Cn2cnc3c(nnn3-c3cccc(OC)c3)c2=O)cc1 | -9 | -2% | -1% | 1% | -2% | -11% | -19% | 2% | -4%
COc1ccc(C(=O)/C=C(\C)Nc2ccc3c(c2)OCO3)cc1 | -5 | 32%[activator] | -6% | 19% | -21% | -14% | -7% | i | ?
CCN(CC)S(=O)(=O)c1cccc(C(=O)N2CC(O)CC2C(=O)O)c1 (stereo not given) | -4 | 5% | -10% | -4% | 4% | 1% | -11% | -12% | -1%
O=C1COc2ccc(C(=O)NC3CC3)cc2N1 | -4 | 120%[activator] | 0% | -22% | -5% | -2% | 1% | -6% | -3%
CN(C(=O)CN1C(=O)c2cccc(N)c2C1=O)C1CCCCC1 | 4 | -11% | . | . | . | -17% | -17% | -4% | 1%
Cc1ccc2cc(CCNS(=O)(=O)c3ccc(Br)cc3)c(=O)[nH]c2c1C | -14 | 96%[activator] | 2% | -1% | -1% | -14% | -9% | 10% | -5%
Cc1ccc2cccc(S(=O)(=O)NC3CCS(=O)(=O)C3)c2n1 (stereo not given) | 1 | 11% | -2% | 14% | 2% | -5% | 10% | -2% | -11%
CCC(=O)Nc1ccc(C(=O)CN2C(=O)NC3(CCOc4ccccc43)C2=O)cc1 (stereo not given) | 4 | 7% | . | . | . | -13% | -6% | 9% | 19%
COc1ccc(C(=S)N2CCCC2)cc1C | 6 | 19% | -2% | 0% | -19% | -17%[60.1 µM] | -6% | -2% | 17%
C=C(NC(C)=O)c1c(F)cccc1F | . | 31%[activator] | . | . | . | -1% | -15% | -6% | 1%
O=C(c1ccc(Cl)cc1)N1CCC(C(=O)N2CCCc3ccccc32)CC1 | 1 | 13% | -3% | 14% | -9% | -10% | -3% | -2% | 4%
COc1ccc(CC(=O)O/N=C(\N)Cc2ccc(OC)cc2)cc1 | -28 | -3% | -4% | 28% | ? | -3% | -14% | i | 0%
N#CCOC(=O)C1CSC2(c3ccc(Br)cc3)CCC(=O)N12 (stereo not given) | -4 | 8% | -2% | 13% | -9% | 3% | 2% | 0% | -2%
O=C(COC(=O)c1cccc(OC(F)F)c1)Nc1cccc(S(=O)(=O)N2CCCC2)c1 | 5 | -9% | . | . | . | -7% | -6% | -3% | 33%
Cn1c(SCC(=O)NNC(=O)c2ccccc2)nnc1C(F)(F)F | 0 | -11% | . | . | . | 15% | -10% | -9% | 21%

Next structures
mol | RXFP1 antag | Pol iota inh | BLM inh | Pol beta inh | Apoferritin bind | POLK inh | POLH inh | Tb PGK inh | APEX1 inh
Cc1cc(-c2nc(C)c(C(=O)NN)s2)no1 | 20 | 138%[activator] | -1% | 8% | -8% | -3% | 8% | -4% | 4%
CCOc1ccc(C(c2c(O)cc(C)n(Cc3ccco3)c2=O)N2CCN(C)CC2)cc1 (stereo not given) | -11 | 22% | -5% | ? | -3% | -11%[60.1 µM] | -11% | -8% | .
CN(CC(=O)Nc1cccc(F)c1)CC(=O)Nc1ccccc1[N+](=O)[O-] | -16 | 79%[activator] | 1% | 2% | -18% | 4% | -17% | i | 9%
COc1ccc(/C=N/NC(=O)C(=O)N2CCCCCC2)cc1[N+](=O)[O-] | 7 | -1% | -2% | 0% | -10% | 2% | -14% | -9% | 38%
COc1ccccc1NC(=O)C(C)OC(=O)CCCOc1ccccc1 (stereo not given) | -7 | 3% | . | . | . | -11% | -9% | 1% | -5%
Nc1ccc(C(=O)OCc2csc(-c3ccccc3)n2)cc1[N+](=O)[O-] | -3 | 24% | 0% | 5% | 1% | -2%[60.1 µM] | 16% | -11% | 2%
CCCC(C(=O)Nc1cc(C)c(Cl)cc1OC)N1Cc2ccccc2C1=O (stereo not given) | ? | 7% | -8% | -1% | -4% | -11% | -23% | 0% | .
COc1ccccc1N1CCN(S(=O)(=O)c2ccc(F)cc2)CC1 | 3 | -24%[58.9 µM] | -4% | -3% | -23% | -15% | -7% | -1% | -1%
COc1ccc(C(c2nnnn2Cc2cccs2)N2CCC(C(N)=O)CC2)c(OC)c1 (stereo not given) | 10 | 14% | -3% | 1% | -8% | -1% | -1% | -3% | -1%
C=CCn1c(O)c(C=Nc2ccc(CN3CCCCC3)cc2)c(=O)[nH]c1=S | -10 | -13% | -2% | -1% | -10% | 2% | -17% | ? | 3%
Cc1ccc(SCC(=O)NC(=O)c2ccc(S(=O)(=O)N(C)C)cc2)cc1C | 18 | 4% | -14% | -1% | ? | -15% | -13% | 10% | 5%
COC(=O)c1ccc(OCC(=O)NC2CCCCCC2)cc1 | -4 | 9% | 1% | 7% | ? | -14% | -18% | -6% | 45%[activator]
COc1ccc(OC(=O)c2cnc3n(c2=O)CCS3)cc1 | -3 | 201%[activator] | -5% | -1% | -9% | -3% | -16% | -5% | 0%
Cc1ccnc(NS(=O)(=O)c2ccc(NC(=O)c3ccc4c(c3)OCCO4)cc2)n1 | 2 | -13% | 3% | 32% | -2% | -10% | -3% | -1% | 23%
Cc1ccc(C2CC(c3cccc(Br)c3)Nc3nnnn32)cc1 (stereo not given) | -5 | -10% | -9% | -4% | 1% | -9% | -11% | 0% | 0%

Exported with values under each structure: four of the compounds above
Values run as follows: RXFP1 antag	Pol iota inh	BLM inh	Pol beta inh	Apoferritin bind	POLK inh	POLH inh	Tb PGK inh	APEX1 inh
- CCOc1ccc(C(c2c(O)cc(C)n(Cc3ccco3)c2=O)N2CCN(C)CC2)cc1 (stereo not given)
 : -11	22%	-5%	?	-3%	-11%[60.1 µM]	-11%	-8%	.
- CN(CC(=O)Nc1cccc(F)c1)CC(=O)Nc1ccccc1[N+](=O)[O-]
 : -16	79%[activator]	1%	2%	-18%	4%	-17%	i	9%
- COc1ccc(/C=N/NC(=O)C(=O)N2CCCCCC2)cc1[N+](=O)[O-]
 : 7	-1%	-2%	0%	-10%	2%	-14%	-9%	38%
- COc1ccccc1NC(=O)C(C)OC(=O)CCCOc1ccccc1 (stereo not given)
 : -7	3%	.	.	.	-11%	-9%	1%	-5%

Next compounds follow:
mol | RXFP1 antag | Pol iota inh | BLM inh | Pol beta inh | Apoferritin bind | POLK inh | POLH inh | Tb PGK inh | APEX1 inh
O=C(CC(=O)N/N=C\c1ccc([N+](=O)[O-])cc1)NCCc1ccccc1 | -19 | 188%[activator] | 0% | 16% | ? | 5% | -16% | i | 4%
CC(C)CC(NC(=O)OC(C)(C)C)C(=O)O (stereo not given) | 11 | 31% | 3% | 3% | 9% | 0% | -18% | -9% | -3%
Cc1ccc(-c2noc(-c3ccc(N4CCC(C)CC4)c([N+](=O)[O-])c3)n2)cc1 | . | ? | -3% | -14% | -4% | -5% | 7% | -7% | .
C/C=C/C(=O)Nc1nnc(C2CCCCC2)s1 | -9 | 54%[activator] | -5% | -15% | -11% | -10% | -21% | 6% | ?
CSc1sc(C(=O)N2CCc3ccccc32)cc1S(=O)(=O)C(C)C | -2 | -6% | -1% | 25% | -3% | -4% | -9% | -9% | 2%
COc1ccc(S(=O)(=O)Nc2c(C)n(C)n(-c3ccccc3)c2=O)cc1C(=O)O | -7 | 143%[activator] | -4% | 24% | -5% | -7% | -7% | -10% | -2%
Cn1c(CNc2nc(-c3ccccc3)cs2)nnc1SCC(=O)c1ccccc1 | -4 | 2% | -2% | -1% | ? | -9% | -7% | -1% | -3%
COc1cc(C(c2c(C)[nH][nH]c2=O)c2c(C)[nH][nH]c2=O)ccc1OC(=O)c1ccccc1OC | -9 | ? | -1% | -1% | 3% | 6% | 8% | i | .
C/C(=N\Nc1cc(N2CCOCC2)ncn1)c1cccc([N+](=O)[O-])c1 | -15 | -14% | -2% | 24% | -7% | 11% | -15% | -1% | 1%
CCC1(C(=O)NC(=Nc2ccccc2)Nc2ccccc2)CCOC1=O (stereo not given) | -11 | 53%[activator] | . | . | . | -3% | -19% | i | .
CCCOc1ccc(C(=O)Nc2ccc(S(=O)(=O)Nc3onc(C)c3C)cc2)cc1 | 9 | ? | -8% | -3% | -3% | -20% | -1% | 5% | 6%
COc1ccc(C(=O)Nc2cccc(C)c2)cc1 | -4 | 9% | 0% | 22% | -13% | -4% | -2% | -7% | -2%
O=C1CCCCC1Nc1ccc2ccccc2c1 (stereo not given) | 3 | 23% | . | . | . | -13% | 4% | 0% | .
CCOc1cc(-c2nc(-c3ccc(C)nc3OC)no2)cc(OCC)c1OCC | 1 | 13% | -3% | -2% | -6% | -17% | -3% | -1% | -4%
NC(=O)[C@@H]1CCOc2c(I)cc([N+](=O)[O-])cc2C(=O)N[C@@H](CO)C(=O)NCC(=O)N1 | . | ? | 1% | 0% | 1% | -22% | -7% | -1% | ?
CCOC(=O)c1sc(NNC(=O)c2ccc(F)cc2)nc1C | -16 | 13%[58.9 µM] | 3% | 18% | 3% | -15% | -8% | 3% | 2%

No new results follow: four of the compounds above.
mol | RXFP1 antag | Pol iota inh | BLM inh | Pol beta inh | Apoferritin bind | POLK inh | POLH inh | Tb PGK inh | APEX1 inh
O=C1CCCCC1Nc1ccc2ccccc2c1 (stereo not given) | 3 | 23% | . | . | . | -13% | 4% | 0% | .
CCOc1cc(-c2nc(-c3ccc(C)nc3OC)no2)cc(OCC)c1OCC | 1 | 13% | -3% | -2% | -6% | -17% | -3% | -1% | -4%
NC(=O)[C@@H]1CCOc2c(I)cc([N+](=O)[O-])cc2C(=O)N[C@@H](CO)C(=O)NCC(=O)N1 | . | ? | 1% | 0% | 1% | -22% | -7% | -1% | ?
CCOC(=O)c1sc(NNC(=O)c2ccc(F)cc2)nc1C | -16 | 13%[58.9 µM] | 3% | 18% | 3% | -15% | -8% | 3% | 2%
